Screening data (PubChem)
CD11b adhes inh – CD11b/CD18-fibrinogen binding inhibition; P05107+P11215; 0.54% of 93,000 active; AID 1497; inhibition, % at 10 µM; K562 CD11b/CD18 adhesion to fibrinogen, ATPlite luminescence; Mn2+ added to activate the integrin;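 active = primary inhibition of 50% or more at 10 µM, then 40% or more on retest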; note: some results filed as inactive read as strong as hits
sEH act – activators of human soluble epoxide hydrolase | purified human sEH enzymatic activity, activator screen | activation, % at 2 µM | 0.04% of 91,000 active | AID 717; in the data active = activation above about 37%; note: values of inactives mirror those of a sister screen read the other way
Target sequence (P34913 whole entry, looked up): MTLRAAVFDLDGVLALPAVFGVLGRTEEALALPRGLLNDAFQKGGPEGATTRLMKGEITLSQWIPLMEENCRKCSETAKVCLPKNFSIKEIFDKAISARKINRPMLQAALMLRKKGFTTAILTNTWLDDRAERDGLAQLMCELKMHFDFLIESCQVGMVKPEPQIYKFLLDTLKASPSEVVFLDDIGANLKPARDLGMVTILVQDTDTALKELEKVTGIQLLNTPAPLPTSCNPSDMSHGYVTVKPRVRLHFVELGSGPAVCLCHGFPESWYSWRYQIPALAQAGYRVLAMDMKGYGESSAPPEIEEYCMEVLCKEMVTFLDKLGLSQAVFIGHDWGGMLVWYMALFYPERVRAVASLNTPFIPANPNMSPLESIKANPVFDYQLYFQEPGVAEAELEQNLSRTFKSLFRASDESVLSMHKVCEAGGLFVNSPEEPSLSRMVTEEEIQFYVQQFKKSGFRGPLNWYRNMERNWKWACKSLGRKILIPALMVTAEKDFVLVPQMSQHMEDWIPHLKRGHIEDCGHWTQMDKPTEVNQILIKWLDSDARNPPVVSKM
S1P2 agonist – activates the human S1P2 receptor; AID 729; 0.46% of 97,000 active; S1P2-expressing cell line, agonist reporter read-out; O95136; activation, % at 4.5 µM; in the data active = activation above about 16%;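 note: 0% = vehicle low control and 100% = maximal reference agonist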
Target sequence (O95136 whole entry, looked up): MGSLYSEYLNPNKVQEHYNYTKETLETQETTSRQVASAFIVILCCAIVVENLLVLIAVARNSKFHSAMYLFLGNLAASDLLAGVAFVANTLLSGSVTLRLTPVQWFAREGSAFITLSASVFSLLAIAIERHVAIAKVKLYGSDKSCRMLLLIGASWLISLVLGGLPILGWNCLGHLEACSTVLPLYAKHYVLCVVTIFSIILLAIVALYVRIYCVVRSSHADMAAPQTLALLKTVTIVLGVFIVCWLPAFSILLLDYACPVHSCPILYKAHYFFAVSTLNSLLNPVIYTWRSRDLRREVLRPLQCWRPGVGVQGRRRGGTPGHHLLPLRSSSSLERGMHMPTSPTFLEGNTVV
PLAP activator – activators of human placental alkaline phosphatase; purified PLAP enzyme, luminescent substrate read-out; hits give high values; activation fold at 20 µM; 1.2% of 96,000 active; AID 696; in the data active = activation fold above about 2
PostGolgi ctrl – growth of the yeast control strain, post-Golgi counter-screen; efflux-deficient yeast background strain, growth absorbance A615, 16 h; inhibition, % at 10 µM; 5% of 98,000 active; AID 738
sEH inhibitor – soluble epoxide hydrolase (human) inhibition; AID 707; recombinant human sEH enzymatic activity assay; inhibition, % at 2 µM; P34913; 0.34% of 91,000 active; in the data active = inhibition above about 80%; note: values of inactives mirror those of a sister screen read the other way; many of its hits are not listed in these tables
E coli WT exp – blocks growth of wild type E. coli BW25113 | OD600 absorbance | growth inhibition, % at 100 µM | 0.15% of 98,000 active;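 active = growth inhibition above about 50% at one test dose, limit read from the data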;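 note: growth measured after 20 h incubation at 37 °C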
S1P2 blocker – S1P2 (human) receptor antagonism; 0.21% of 97,000 active; O95136; inhibition, % at 5 µM; cell-based S1P2 antagonist assay, inhibition at 5 uM; in the data active = inhibition above about 45%;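 note: CRE beta-lactamase reporter cells expressing human S1P2 stimulated with S1P; 0% = agonist at EC80 alone and 100% = agonist plus reference antagonist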
PostGolgi yeast – growth inhibition of a yeast mutant, post-Golgi transport screen; post-Golgi transport phenotypic cell assay; inhibition, % at 10 µM; 0.9% of 98,000 active; AID 739;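 note: yeast cells grown in 1536-well plates; yeast grown about 18 h at 30C before absorbance read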
The depositor's hits bear a star. Cut-off read from the data, not from the text of the source, unless noted: active = inhibition above about 30%; inactive = the rest.

CCOC(=O)c1sc(NC(C)=O)c(C(=O)OCC)c1C was read as CD11b adhes inh -12, sEH act 7, S1P2 agonist -3, PLAP activator 1.1, PostGolgi ctrl 2, sEH inhibitor -6, E coli WT exp 0, S1P2 blocker -30 and PostGolgi yeast -5.
c1ccc(CCc2ccccc2-c2nc(-c3cccnc3)no2)cc1 was read as CD11b adhes inh -15, sEH act 3, S1P2 agonist 2, PLAP activator 1.4, PostGolgi ctrl 27, sEH inhibitor 0, E coli WT exp -12, S1P2 blocker -17 and PostGolgi yeast 9.
Screening Cc1c(C(=O)NCc2cccs2)oc2ccccc12 returned CD11b adhes inh 50, sEH act 6, S1P2 agonist -9, PLAP activator 0.9, PostGolgi ctrl -1, sEH inhibitor -6, E coli WT exp 3, S1P2 blocker -2 and PostGolgi yeast 3.
`O=C1NC(=O)C2(COC3(CCCC3)OC2)S1` gave CD11b adhes inh -18, sEH act -2, S1P2 agonist -9, PLAP activator 0.9, PostGolgi ctrl 35*, sEH inhibitor 2, E coli WT exp -23, S1P2 blocker 20 and PostGolgi yeast 4.
`Cc1nnc(SCC(=O)N2CCC(C(=O)Nc3nccs3)CC2)n1Cc1ccccc1` gave sEH act 10, S1P2 agonist -4, PostGolgi ctrl 4, sEH inhibitor -9, E coli WT exp -3, S1P2 blocker 6 and PostGolgi yeast 2.
For CC(=O)C1=C(O)C(=O)N(c2ccc(C)cc2)C1c1ccccn1 (stereo not drawn) the results were sEH act -8, S1P2 agonist -2, sEH inhibitor 12 and S1P2 blocker -4.
Screening CC(C)(C)C(=O)COC(=O)c1cc2ccccc2cc1O returned CD11b adhes inh -8, sEH act 8, S1P2 agonist -1, PLAP activator 0.9, PostGolgi ctrl 5, sEH inhibitor -5, E coli WT exp -3, S1P2 blocker -25 and PostGolgi yeast -1.
`Cc1ccc(N(CC(=O)Nc2ccc(C)cn2)S(=O)(=O)c2c(C)nn(C)c2C)cc1` gave CD11b adhes inh 0, S1P2 agonist -3, PLAP activator 1.4, PostGolgi ctrl 0, E coli WT exp 8, S1P2 blocker 1 and PostGolgi yeast -3.
`CCCc1nn(CCc2ccccn2)c(N)c1CC` gave CD11b adhes inh -26, PLAP activator 0.7, PostGolgi ctrl -1, E coli WT exp 4 and PostGolgi yeast 1.
For C/C(N)=C(/C#N)C(=O)CSc1nnc(Nc2c(C)cccc2C)s1 the results were CD11b adhes inh -6, PLAP activator 1.5, PostGolgi ctrl 8, E coli WT exp -3 and PostGolgi yeast 2.

Sorted by SMILES length (largest number first): part of the list above.
`Cc1ccc(N(CC(=O)Nc2ccc(C)cn2)S(=O)(=O)c2c(C)nn(C)c2C)cc1` gave CD11b adhes inh 0, S1P2 agonist -3, PLAP activator 1.4, PostGolgi ctrl 0, E coli WT exp 8, S1P2 blocker 1 and PostGolgi yeast -3.
`Cc1nnc(SCC(=O)N2CCC(C(=O)Nc3nccs3)CC2)n1Cc1ccccc1` gave sEH act 10, S1P2 agonist -4, PostGolgi ctrl 4, sEH inhibitor -9, E coli WT exp -3, S1P2 blocker 6 and PostGolgi yeast 2.
For CC(=O)C1=C(O)C(=O)N(c2ccc(C)cc2)C1c1ccccn1 (stereo not drawn) the results were sEH act -8, S1P2 agonist -2, sEH inhibitor 12 and S1P2 blocker -4.
Screening CC(C)(C)C(=O)COC(=O)c1cc2ccccc2cc1O returned CD11b adhes inh -8, sEH act 8, S1P2 agonist -1, PLAP activator 0.9, PostGolgi ctrl 5, sEH inhibitor -5, E coli WT exp -3, S1P2 blocker -25 and PostGolgi yeast -1.

The main list resumes; the two compounds before the break are reprinted first.
`CCCc1nn(CCc2ccccn2)c(N)c1CC` gave CD11b adhes inh -26, PLAP activator 0.7, PostGolgi ctrl -1, E coli WT exp 4 and PostGolgi yeast 1.
For C/C(N)=C(/C#N)C(=O)CSc1nnc(Nc2c(C)cccc2C)s1 the results were CD11b adhes inh -6, PLAP activator 1.5, PostGolgi ctrl 8, E coli WT exp -3 and PostGolgi yeast 2.
Cc1ccc(-c2nc(N)n(C(=O)Cc3ccccc3)n2)cc1 was read as CD11b adhes inh -19, sEH act -4, S1P2 agonist -5, PLAP activator 0.9, PostGolgi ctrl 15, sEH inhibitor 3, E coli WT exp 1, S1P2 blocker -9 and PostGolgi yeast -8.
Screening Cc1ccc(S(=O)(=O)N(CC(=O)N2CCCCCC2)c2ccccc2)cc1 returned CD11b adhes inh -6, sEH act -5, S1P2 agonist -1, PLAP activator 1.2, PostGolgi ctrl 7, sEH inhibitor 3, E coli WT exp -8, S1P2 blocker 22 and PostGolgi yeast 12.
Cc1cc(NC(=O)NC(=O)c2cccc(OC(F)(F)C(F)F)c2)n[nH]1 was read as CD11b adhes inh 5, sEH act -1, S1P2 agonist -2, PLAP activator 1.1, PostGolgi ctrl 33*, sEH inhibitor -2, E coli WT exp -2, S1P2 blocker -14 and PostGolgi yeast -11.
Screening COc1ccc(C(C(=O)NC2CCCCC2)N(Cc2cccs2)C(=O)Cc2c[nH]c3ccccc23)cc1OC (stereo not drawn) returned CD11b adhes inh -2, sEH act -11, S1P2 agonist -10, PLAP activator 1.1, PostGolgi ctrl 2, sEH inhibitor 10, E coli WT exp -2, S1P2 blocker 3 and PostGolgi yeast -4.
Screening CN1/C(=C\C=C2\N=C(c3ccc(F)cc3)OC2=O)C(C)(C)c2ccccc21 returned CD11b adhes inh -3, sEH act 16, S1P2 agonist 1, PLAP activator 0.3, PostGolgi ctrl 2, sEH inhibitor -15, E coli WT exp -12, S1P2 blocker -40 and PostGolgi yeast 6.
For O=C(c1ccc(F)cc1)N1CCCCC(Sc2nnnn2-c2ccccc2)C1=O (stereo not drawn) the results were CD11b adhes inh 1, sEH act -4, S1P2 agonist -3, PLAP activator 1.4, PostGolgi ctrl 45*, sEH inhibitor 7, E coli WT exp -3, S1P2 blocker 5 and PostGolgi yeast 5.
`COc1cccc(NC(=O)N2CCC(C(N)=O)(N3CCCCC3)CC2)c1` gave sEH act -6, S1P2 agonist -6, PLAP activator 1.2, PostGolgi ctrl 11, sEH inhibitor 6, E coli WT exp -2, S1P2 blocker -5 and PostGolgi yeast -5.
Screening CCc1ccc(NC(=O)c2cc(C)on2)cc1 returned CD11b adhes inh -2, sEH act -2, S1P2 agonist -1, PLAP activator 0.8, PostGolgi ctrl 11, sEH inhibitor 2, E coli WT exp -6, S1P2 blocker -1 and PostGolgi yeast 3.
`Cc1oc(-c2ccc(Cl)cc2)nc1CN1CCC(C(=O)NCc2ccco2)CC1` gave CD11b adhes inh 3, sEH act -2, S1P2 agonist -2, PLAP activator 1.5, PostGolgi ctrl 7, sEH inhibitor 4, E coli WT exp -5, S1P2 blocker 3 and PostGolgi yeast -8.
Screening Cc1cc(N/C(=N\S(=O)(=O)c2ccc(Cl)cc2)c2ccc(F)cc2)no1 returned CD11b adhes inh 3, PLAP activator 0.8, PostGolgi ctrl 9, E coli WT exp -4 and PostGolgi yeast 2.
CSC1=C(C#N)C2(CCCC2)C(C#N)=C(N)N1 was read as CD11b adhes inh 12, sEH act -4, S1P2 agonist -5, PLAP activator 0.8, sEH inhibitor 6 and S1P2 blocker -7.
`Cc1cc(C(F)(F)F)nn1C(=O)c1cccnc1Cl` gave CD11b adhes inh 0, sEH act -7, S1P2 agonist -5, PLAP activator 1.1, PostGolgi ctrl -1, sEH inhibitor 9, E coli WT exp 0, S1P2 blocker -16 and PostGolgi yeast -1.
COc1ccc(N2CCC(CNC(=O)Nc3cccc(OC)c3)C2)cc1 (stereo not drawn) was read as CD11b adhes inh 2, sEH act -86, S1P2 agonist 1, PLAP activator 0.9, PostGolgi ctrl 9, sEH inhibitor 86*, E coli WT exp -6, S1P2 blocker 19 and PostGolgi yeast -5.
Screening Cc1ccc(CN2CCN(CC(=O)NCc3ccc(Cl)cc3)C2=O)cc1 returned CD11b adhes inh -18, sEH act 6, S1P2 agonist -1, PLAP activator 0.9, PostGolgi ctrl 5, sEH inhibitor -4, E coli WT exp 5, S1P2 blocker -43 and PostGolgi yeast -6.
For CC1=C(C(=O)Nc2ccccc2)C(c2ccco2)C(C#N)=C(SCC(=O)Nc2cccc(C)c2C)N1 (stereo not drawn) the results were CD11b adhes inh 15, sEH act -6, S1P2 agonist -3, PLAP activator 1, PostGolgi ctrl -1, sEH inhibitor 6, E coli WT exp -18, S1P2 blocker 7 and PostGolgi yeast -5.
Cc1cc(Cl)ccc1OCC(=O)Nc1ccccc1N1CCOCC1 was read as CD11b adhes inh 27, sEH act 10, S1P2 agonist 3, PLAP activator 1.3, PostGolgi ctrl 23, sEH inhibitor -6, E coli WT exp -19, S1P2 blocker -22 and PostGolgi yeast -5.
`O=S(=O)(c1ccccc1)n1ccc2cccnc21` gave sEH act -1, S1P2 agonist -4, PLAP activator 0.9, PostGolgi ctrl 4, sEH inhibitor 2, E coli WT exp 3, S1P2 blocker -302 and PostGolgi yeast -10.
Screening O=C(Nc1ccccc1)OCc1cc(-c2ccccc2Cl)on1 returned sEH act 9, S1P2 agonist -8, PLAP activator 1.1, PostGolgi ctrl 33*, sEH inhibitor -6, E coli WT exp 2, S1P2 blocker 9 and PostGolgi yeast 2.
Cc1ccccc1-n1nc2c(c1NC(=O)c1ccc(Br)o1)CSC2 was read as CD11b adhes inh -31, sEH act -2, S1P2 agonist -5, PLAP activator 1.3, PostGolgi ctrl 5, sEH inhibitor 4, E coli WT exp -6, S1P2 blocker 4 and PostGolgi yeast -3.
For CCCC(=O)Nc1ccc(C(=O)NCC(=O)OCC)cc1 the results were CD11b adhes inh 4, sEH act -8, S1P2 agonist -7, PLAP activator 0.9, PostGolgi ctrl 5, sEH inhibitor 8, E coli WT exp 1, S1P2 blocker -3 and PostGolgi yeast -2.
CCOc1cc(NC(=S)Nc2ccccc2OC)c(OCC)cc1NC(=O)c1ccccc1C was read as sEH act 0, S1P2 agonist -9, PLAP activator 1.1, PostGolgi ctrl 25, sEH inhibitor 2, E coli WT exp -19, S1P2 blocker 11 and PostGolgi yeast -8.
`CC1Cc2nc(SCC(=O)Nc3nccs3)n(Cc3ccccc3)c(=O)c2S1` (stereo not drawn) gave sEH act 0, S1P2 agonist -2, PostGolgi ctrl 15, sEH inhibitor -1, E coli WT exp -8, S1P2 blocker -5 and PostGolgi yeast 3.
For COc1ccc(C(CC(=O)O)NC(=O)c2cccs2)cc1 (stereo not drawn) the results were CD11b adhes inh 26, PLAP activator 1.1, PostGolgi ctrl -1, E coli WT exp -5 and PostGolgi yeast -15.
For O=c1cc(N2CCOCC2)[nH]c(=O)n1-c1ccc(Br)cc1 the results were CD11b adhes inh -57, S1P2 agonist -1, PLAP activator 1, PostGolgi ctrl 1, E coli WT exp -3, S1P2 blocker 3 and PostGolgi yeast -3.
COc1ccc(CN(C(=O)c2ccco2)c2ccc(Br)cc2)cc1OC was read as CD11b adhes inh -11, S1P2 agonist 1, PLAP activator 1.6, PostGolgi ctrl 28, E coli WT exp -8, S1P2 blocker 8 and PostGolgi yeast -22.
`Cc1cccn2c(=O)c3cc(C(=O)NCc4cccnc4)c(=N)n(C(C)C)c3nc12` gave CD11b adhes inh -28, sEH act 10, S1P2 agonist 8, PLAP activator 1.3, PostGolgi ctrl 9, sEH inhibitor -4, E coli WT exp 8, S1P2 blocker -16 and PostGolgi yeast -1.
Screening Cc1cccc(NC(=O)/C(C#N)=C\c2cccnc2)c1 returned CD11b adhes inh -13, sEH act -8, S1P2 agonist -3, PLAP activator 1, PostGolgi ctrl 20, sEH inhibitor 7, E coli WT exp -4, S1P2 blocker 10 and PostGolgi yeast -3.
Screening COc1ccc(C(=O)Oc2cc(/C=N/NS(=O)(=O)c3ccccc3)ccc2OC)cc1 returned CD11b adhes inh 8, sEH act 6, S1P2 agonist 1, PLAP activator 1.1, PostGolgi ctrl 3, sEH inhibitor -4, E coli WT exp -6, S1P2 blocker -15 and PostGolgi yeast -5.
Screening COCCOc1ccc(C(F)(F)F)cc1Nc1nc2ccccc2o1 returned CD11b adhes inh -2, PLAP activator 1.1, PostGolgi ctrl 54*, E coli WT exp -3 and PostGolgi yeast -3.
